# Screening results (PubChem)
# DYRK1A inh: blocks rat Dyrk1A kinase activity; 0.43% of 310,000 active; AID 504441; inhibition, % at 12.5 µM; Q63470; ADP-Glo luminescence, NFATc1 peptide; in the data active = inhibition above about 50%;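 note: plate controls were vehicle with enzyme for no effect and no enzyme for full effect; many of its hits are not listed in these tables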
# KCNQ1 pot: potentiators or activators of human KCNQ1 potassium channel; P51787; CHO-K1 KCNQ1, thallium flux FluxOR fluorescence; stronger effect = higher value; B-score at 10 µM; 0.35% of 310,000 active; AID 2648;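 active = fluorescence ratio B-score, a plate-corrected score, at least three library SD, with initial intensity B-score within 5 SD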
#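 Doses: Single concentration per compound, DMSO matched to controls | Test system: KCNQ1-transfected CHO-K1 cells | Timing: 90 min dye loading and 20 min compound exposure, both at room temperature | Measured by: Kinetic FluxOR thallium fluorescence, 10-s 1-Hz baseline, 110-s post-stimulus read | Medium: Assay buffer with matched DMSO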
# RGS4 block: inhibitors of human RGS4. B-score at 10 µM. 0.45% of 310,000 active. HEK293 M3R/RGS4 inducible, Fluo-4 calcium flux; stronger effect = higher value; triggered by carbachol at its EC20. P49798;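 active = B-score, a plate-corrected calcium signal, over three deviations above library mean, with baseline fluorescence within five deviations of library mean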;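 note: RGS4 expression induced by doxycycline in cells with stable M3 receptor; B-score is computed from the integrated fluorescence ratio over baseline after carbachol; higher B-score means a larger calcium signal and so more RGS4 inhibition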
# Target sequence (P49798 whole entry, looked up): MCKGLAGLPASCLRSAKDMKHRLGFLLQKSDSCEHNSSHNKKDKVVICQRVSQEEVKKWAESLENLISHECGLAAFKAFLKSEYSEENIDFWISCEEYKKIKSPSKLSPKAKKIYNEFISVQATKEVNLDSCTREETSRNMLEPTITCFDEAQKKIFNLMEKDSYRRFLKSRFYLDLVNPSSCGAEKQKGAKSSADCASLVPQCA
# hERG rescue: hERG (human) protection from proarrhythmic block; Q12809; CHO-hERG, FluxOR thallium flux, dofetilide IC70 present; activation (rescue from dofetilide block), less the hit threshold, % at 10 µM; 0.51% of 310,000 active; AID 1511;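 active = activation above the mean of controls blocked by dofetilide plus 5 SD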;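 note: thallium influx through hERG after potassium depolarization seen as dye fluorescence rise; in these data hits start at about 4.7%; inactives centre near -7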
# KCNK3 block: human KCNK3 channel inhibition, primary screen; B-score at 10 µM; AID 602410; 0.84% of 340,000 active; CHO-KCNK3 thallium flux, FluxOR fluorescence; stronger effect = lower value;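 active = B-score under library mean minus 4 SD, starting fluorescence ratio at most library mean plus 5 SD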;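 note: more negative B-score means stronger inhibition of thallium flux through KCNK3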
# GSK3 alpha inh: inhibitors of human GSK-3 alpha kinase; ADP-Glo luminescence, 60 min; inhibition, % at 10 µM; 0.1% of 320,000 active; AID 2650;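 in the data active = inhibition above about 50%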;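 note: GST-tagged GSK-3 alpha with peptide substrate and 25 µM ATP; 0% = DMSO neutral wells and 100% = GW8510 positive control wells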
# Target sequence (P49840 whole entry, looked up): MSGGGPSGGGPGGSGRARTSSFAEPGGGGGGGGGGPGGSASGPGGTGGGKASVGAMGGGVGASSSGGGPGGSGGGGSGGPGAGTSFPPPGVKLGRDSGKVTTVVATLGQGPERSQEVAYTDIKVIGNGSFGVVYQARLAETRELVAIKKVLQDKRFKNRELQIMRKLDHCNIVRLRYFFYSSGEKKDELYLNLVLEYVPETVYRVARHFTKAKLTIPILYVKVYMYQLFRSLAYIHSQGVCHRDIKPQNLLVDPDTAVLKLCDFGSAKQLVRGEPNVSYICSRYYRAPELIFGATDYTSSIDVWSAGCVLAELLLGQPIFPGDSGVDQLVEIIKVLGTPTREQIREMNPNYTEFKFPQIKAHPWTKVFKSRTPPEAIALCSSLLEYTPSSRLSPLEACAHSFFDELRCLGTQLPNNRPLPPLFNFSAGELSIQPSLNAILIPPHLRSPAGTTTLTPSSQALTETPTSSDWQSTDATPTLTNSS
# GSK3beta inhib: inhibitors of human GSK3beta kinase; P49841; GST-GSK3beta kinase, ADP-Glo luminescence, 60 min; stronger effect = lower value; activity score (negative = inhibition), % at 10 µM; 0.038% of 300,000 active; AID 2097;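 active = more than half of replicate wells score below -50%, meaning over 50% inhibition versus plate controls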;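 note: 0% = median DMSO wells and -100% = median GW8510 positive control wells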
#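 test system = GST-tagged human GSK3beta kinase, cell-free | reagent = 25 µM ATP with peptide substrate | dosing = one dose of 10 µM per compound | schedule = 60 min reaction, RT | detection = luminescent ADP-Glo measurement of ADP formed | control set = DMSO neutral wells and GW8510 at 20 µM as positive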
# RGS4 pot: RGS4 potentiation or activation; HEK293 M3R/inducible RGS4, carbachol calcium flux Fluo4; stronger effect = lower value; B-score at 10 µM; 0.92% of 310,000 active; AID 463111;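 active = B-score of the integrated calcium signal more than 4 SD below the library mean, with starting fluorescence not abnormally high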;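 note: negative B-score means reduced calcium response which marks RGS4 activation or potentiation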
#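 Material: M3R-expressing HEK293 line, RGS4 induced by doxycycline | Schedule: Overnight RGS4 induction, 30 min dye load 37 °C, 20 min compound RT | Measured by: Fluo4 fluorescence kinetic imaging of calcium | Read-out: Integrated calcium ratio converted to B score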
# KCNQ1 block: inhibitors of human KCNQ1 potassium channel | 1.3% of 310,000 active | P51787 | CHO-K1 KCNQ1, FluxOR thallium flux fluorescence; stronger effect = higher value | AID 2642 | B-score at 10 µM;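 active = compounds whose thallium flux B-score, printed positive for inhibition, exceeds three library SD while starting fluorescence stays within three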;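 note: channel opened by potassium depolarization with thallium stimulus after 20 min compound exposure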
# KCNK9 inh: human KCNK9 channel inhibition; Q9NPC2; 1.2% of 310,000 active; HEK293 KCNK9, FluxOR thallium flux fluorescence; stronger effect = lower value; B-score at 10 µM; AID 488922;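 active = ratio B-score over 3 SD below the library mean, with starting fluorescence within 5 SD of its mean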;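 note: negative B-score means less thallium flux so channel inhibition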
# Target sequence (Q9NPC2 whole entry, looked up): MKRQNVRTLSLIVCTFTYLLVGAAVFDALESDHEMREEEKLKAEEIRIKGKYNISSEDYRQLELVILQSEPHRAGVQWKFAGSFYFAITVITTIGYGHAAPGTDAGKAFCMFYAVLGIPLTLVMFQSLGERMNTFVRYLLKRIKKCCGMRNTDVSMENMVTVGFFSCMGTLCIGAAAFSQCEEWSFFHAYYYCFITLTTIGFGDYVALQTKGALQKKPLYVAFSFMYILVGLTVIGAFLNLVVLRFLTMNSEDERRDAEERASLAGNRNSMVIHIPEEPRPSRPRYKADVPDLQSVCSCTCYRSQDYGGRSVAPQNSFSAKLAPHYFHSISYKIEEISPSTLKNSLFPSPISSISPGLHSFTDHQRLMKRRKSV
# PolyA inh: inhibitors of polyadenylation in S. cerevisiae. calls only at 12 µM. AID 1875. S. cerevisiae SKY197-pL101 polyadenylation reporter, beta-gal luminescence; efflux-impaired pdr1/pdr3 knockout yeast; score 100 = 6 SD above DMSO. 0.02% of 300,000 active;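 active = lowest replicate activity score at least 50, where 100 means six control SD above control mean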;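 note: yeast exposed to compound for 9 h at 30 °C; higher score means more reporter readthrough which indicates perturbed polyadenylation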
# The depositor's hits bear a star; i = inactive; · = no result given. A portion of the library; the hit share may differ from the screen's.
# Each structure is followed by: DYRK1A inh | KCNQ1 pot | RGS4 block | hERG rescue | KCNK3 block | GSK3 alpha inh | GSK3beta inhib | RGS4 pot | KCNQ1 block | KCNK9 inh | PolyA inh
1. O=C(c1cc2ccccc2oc1=O)N(Cc1ccccc1)Cc1ccc2c(c1)OCO2
 : -6 | i | i | -27 | i | -4 | 0 | i | i | i | i
2. CO/N=C(\CCC(=O)O)c1cccs1
 : -1 | i | i | -11 | i | -3 | 1 | i | i | i | i
3. COC(=O)CSc1nc2nc(-c3cccs3)cc(C(F)(F)F)c2c(=O)[nH]1
 : -3 | i | i | -5 | i | 0 | -2 | i | i | i | i
4. Nc1nnc(CC(=O)N/N=C/c2cccc(OCCOc3ccccc3)c2)s1
 : 1 | · | · | · | i | 6 | 0 | · | · | · | i
5. CC(=O)N1CCN(C(=S)NCCc2ccccc2)CC1
 : 0 | i | i | -9 | i | -1 | -2 | i | i | i | i
6. O=C(CCNc1n[nH]c(=O)[nH]c1=O)N/N=C/c1ccccc1Br
 : 6 | i | i | -8 | i | -1 | 4 | i | i | i | ·
7. Cc1cc(C)nc(N(C#N)CC(=O)c2ccccc2)n1
 : 4 | i | i | -6 | i | 0 | 1 | i | i | i | i
8. O=C(NC(=S)Nc1nc2c(ccc3ccccc32)s1)c1cccs1
 : 2 | 9* | i | 0 | i | -5 | 3 | i | i | i | i
9. Fc1ccc(C2CCCN2Cc2nc(CC3CC3)no2)cc1 (stereo not drawn)
 : 7 | i | i | -4 | i | 0 | 1 | i | i | i | i
10. Cc1nn(CCC(=O)NCc2ccc(OC(C)C)cc2)c(=O)c2nn(-c3ccccc3)c(C)c12
 : 2 | i | i | -10 | i | 2 | 1 | i | i | i | i
11. CCCSc1nnc(Nc2ccccc2C)s1
 : -2 | i | i | 3 | i | 0 | 4 | i | i | i | i
12. COc1cc(NC(=S)NCc2cccnc2)cc(OC)c1OC
 : -2 | i | i | -13 | i | 3 | -3 | i | i | i | i
13. Cc1c(C(=O)Nc2ccccc2F)cnn1-c1ccccc1
 : 16 | i | i | -12 | i | 1 | 1 | i | i | i | i
14. Cc1cc(C(=O)NCCC(C)C)c2ccccc2n1
 : -4 | i | i | -3 | i | 5 | 1 | i | i | i | i
15. O=C(C1CC(=O)N(c2ccccc2)C1)N1CCN(c2ccc(F)cc2)CC1 (stereo not drawn)
 : -3 | i | i | -9 | i | 1 | 1 | i | i | i | i
16. COc1ccc(-c2csc(N3CCN(c4cc5c(cc4Cl)nc(-c4ccncc4)n5CCOCCO)CC3)n2)cc1
 : -7 | i | i | -8 | i | 1 | 0 | i | i | i | i
17. Cc1ccc(C(C)C)c(OCC(O)CN(C)Cc2ccccc2)c1 (stereo not drawn)
 : 2 | i | i | -13 | i | 1 | -2 | i | i | i | i
18. CCC(=O)N1c2ccc(S(=O)(=O)CCC(=O)Nc3ccc(OC)cc3OC)cc2CC1C (stereo not drawn)
 : -2 | i | i | -7 | i | -1 | -1 | i | i | i | i
19. CO/N=C(\C(=O)O)c1csc(NN=C(C)C)n1
 : -3 | i | i | -8 | i | -2 | 4 | i | i | i | i
20. O=C(Cc1cccs1)Nc1nnc(Cc2ccc(F)cc2)s1
 : · | i | i | -16 | · | · | 1 | i | i | i | i

# Brought forward from above: 4 compounds, followed by the next part.
# Each structure is followed by: DYRK1A inh | KCNQ1 pot | RGS4 block | hERG rescue | KCNK3 block | GSK3 alpha inh | GSK3beta inhib | RGS4 pot | KCNQ1 block | KCNK9 inh | PolyA inh
17. Cc1ccc(C(C)C)c(OCC(O)CN(C)Cc2ccccc2)c1 (stereo not drawn)
 : 2 | i | i | -13 | i | 1 | -2 | i | i | i | i
18. CCC(=O)N1c2ccc(S(=O)(=O)CCC(=O)Nc3ccc(OC)cc3OC)cc2CC1C (stereo not drawn)
 : -2 | i | i | -7 | i | -1 | -1 | i | i | i | i
19. CO/N=C(\C(=O)O)c1csc(NN=C(C)C)n1
 : -3 | i | i | -8 | i | -2 | 4 | i | i | i | i
20. O=C(Cc1cccs1)Nc1nnc(Cc2ccc(F)cc2)s1
 : · | i | i | -16 | · | · | 1 | i | i | i | i
21. O=C(COC(=O)CCS(=O)(=O)c1ccc(Cl)cc1)NCCc1ccc(Cl)cc1Cl
 : 2 | i | i | 0 | i | 5 | -2 | i | i | i | i
22. CC(=O)Nc1cc(C(=O)N2CCN(C)CC2)ccc1S(=O)(=O)c1ccc(C)cc1
 : -7 | i | i | -7 | i | 1 | 1 | i | i | i | ·
23. O=C(Nc1ccc2c(c1)OCO2)C1CCCCN1S(=O)(=O)c1ccc(F)cc1 (stereo not drawn)
 : 3 | i | i | -11 | i | -1 | 2 | i | i | i | i
24. COc1ccc(S(=O)(=O)N2CCCC(C(=O)N3CCOCC3)C2)cc1Cl (stereo not drawn)
 : -11 | i | i | -7 | i | 0 | 3 | i | i | i | i
25. COCC(C)NS(=O)(=O)c1ccc(C(=O)NC(Cc2ccccc2)c2ccccc2)cc1 (stereo not drawn)
 : 2 | i | i | -13 | i | -1 | 2 | i | i | i | i
26. COc1cc([N+](=O)[O-])cc2cc(C(=O)N3CCN=C3c3ccccc3)c(=O)oc12
 : 0 | i | i | -12 | i | -3 | 3 | i | i | i | i
27. Nc1cccc(C(=O)N/N=C/c2ccsc2)c1
 : · | i | i | -10 | i | -2 | -1 | i | i | i | i
28. O=C(OCC(=O)N1CCc2ccccc21)c1cncc(Br)c1
 : 0 | i | i | -8 | i | 0 | 1 | i | i | i | i
29. Cc1ccc(C(=O)N2CCN(c3ncc(C(F)(F)F)cc3Cl)CC2)s1
 : -1 | i | i | -12 | i | · | 5 | i | i | i | i
30. CCCc1nc2sc3c(c2c(=O)n1NC(=O)c1ccco1)CC(C)(C)OC3
 : 0 | i | i | -11 | i | -2 | 2 | i | i | i | i
31. C[C@H](OC(=O)N1CCN(C(c2ccccc2)c2ccccc2)CC1)[C@@H]1O[C@@]2(C)CCC[C@H]1O2
 : 6 | i | i | -6 | i | -1 | -4 | i | i | i | i
32. COC(=O)[C@@]12CCCCN1[C@H](c1ccc(-c3ccccc3)cc1)[C@H]1C(=O)N(C)C(=O)[C@H]12
 : -5 | i | i | -7 | i | -5 | -3 | i | i | i | i
33. CCC(=O)Nc1cc2[nH]c(=O)cc(C)c2cc1C
 : 0 | i | i | -3 | i | 2 | 1 | i | i | i | i
34. Cc1[nH]nc(SCC(=O)N2CCCC2)c1[N+](=O)[O-]
 : 3 | i | i | -9 | i | -1 | -2 | i | i | i | i
35. COC(=O)c1nn(-c2ccc(-c3ccccc3)cc2)cc1O
 : 8 | i | i | 1 | i | 3 | -2 | i | i | i | i
36. Cc1cc(C)nc(SCc2nnc(SCC(=O)Nc3ncc(C)s3)n2Cc2ccco2)n1
 : -6 | i | i | -9 | i | 0 | 0 | i | i | i | i
37. Cc1occc1-c1nnc(SCCCC(=O)c2ccc(F)cc2)n1C
 : 5 | i | i | -10 | i | 0 | -3 | i | i | i | i
38. COc1ccc(C(=O)OC(C)CN2CCOCC2)cc1OC (stereo not drawn)
 : 6 | i | i | -5 | i | -1 | 2 | i | i | i | i
39. CCOc1c(C)cnc2c1c(=O)n(Cc1ccccc1Cl)c(=O)n2C
 : 4 | i | i | -6 | i | 0 | 1 | i | i | i | i
40. CN1CCN(CCC(=O)Nc2ccccc2)CC1
 : 12 | i | i | 0 | i | 0 | 5 | i | i | i | ·

# 3 entries drawn at random from the list so far:
# Each structure is followed by: DYRK1A inh | KCNQ1 pot | RGS4 block | hERG rescue | KCNK3 block | GSK3 alpha inh | GSK3beta inhib | RGS4 pot | KCNQ1 block | KCNK9 inh | PolyA inh
25. COCC(C)NS(=O)(=O)c1ccc(C(=O)NC(Cc2ccccc2)c2ccccc2)cc1 (stereo not drawn)
 : 2 | i | i | -13 | i | -1 | 2 | i | i | i | i
22. CC(=O)Nc1cc(C(=O)N2CCN(C)CC2)ccc1S(=O)(=O)c1ccc(C)cc1
 : -7 | i | i | -7 | i | 1 | 1 | i | i | i | ·
28. O=C(OCC(=O)N1CCc2ccccc21)c1cncc(Br)c1
 : 0 | i | i | -8 | i | 0 | 1 | i | i | i | i

# (list continues)
nr | canonical_smiles | DYRK1A inh | KCNQ1 pot | RGS4 block | hERG rescue | KCNK3 block | GSK3 alpha inh | GSK3beta inhib | RGS4 pot | KCNQ1 block | KCNK9 inh | PolyA inh
41 | N#Cc1ccsc1NC(=O)COC(=O)c1ccc(NC(N)=O)cc1 | · | i | i | -16 | i | -1 | -1 | i | i | i | i
42 | OC(CN1CCCCCC1)CN(c1ccccc1)c1ccccc1 (stereo not drawn) | · | i | i | -5 | i | 1 | 3 | i | i | i | i
43 | CC(=O)c1ccc(Nc2nc(C)cc(C)n2)cc1 | 10 | i | i | -3 | i | -1 | 1 | i | i | i | i
44 | Cc1cccc(C)c1NC(=O)CNCC(=O)Nc1c(C)cccc1C | -1 | i | i | -8 | i | -3 | -5 | i | i | i | i
45 | O=C(NCC1CCCO1)c1ccccc1 (stereo not drawn) | -7 | i | i | -5 | i | -1 | 3 | i | i | i | i
46 | CC(Oc1ccc(-c2ccccc2)c(F)c1)c1ccn(S(=O)(=O)c2cccc3ccccc23)n1 (stereo not drawn) | -5 | i | i | -8 | i | 0 | -2 | i | i | i | i
47 | COc1cccc2oc3ccc(C#CC4(N)CCCCC4)cc3c(=O)c12 | 4 | i | i | -10 | i | 2 | 1 | i | i | i | ·
48 | O=[N+]([O-])c1ccc(Cl)c(-c2ccc(/C=N/c3c(-c4ccco4)nc4ccccn34)o2)c1 | -3 | i | i | -12 | i | -2 | -1 | i | i | i | i
49 | COc1ccc(CN2CCCC(CO)(Cc3ccc(F)cc3)C2)c(OC)c1OC (stereo not drawn) | -2 | i | i | -4 | i | -4 | -1 | i | i | i | i
50 | CC1(C)Cc2c(cnn2-c2ccc(F)cc2)C(NC(=O)CCN2CCCCC2=O)C1 (stereo not drawn) | -7 | i | i | -5 | i | · | 2 | i | i | i | ·
51 | CCc1ccc(NC(=O)Cn2c(=O)n(CCCC(=O)NCc3ccco3)c(=O)c3ccccc32)cc1 | -1 | i | i | -8 | i | 5 | -5 | i | i | i | i
52 | COc1cc(C(=O)Nc2ccc(C(C)=O)cc2)c(Br)c(OC)c1OC | 1 | i | i | -2 | i | 1 | -1 | i | i | i | i
